G9a inh: G9a (human) methyltransferase inhibition; Potency, µM (highest dose often 102 µM), without a hit: top-dose activity, negative = inhibition, hits mostly inhibitors; Q96KQ7; actives 8.8% (n = 350,000); G9a H3K9 monomethylation, AlphaScreen, 2 h; further: potency means the concentration at half of the fitted maximal effect; on the % scale 0 is the no-effect control and ±100 the full control effect; nearly all actives have a fitted effect of over 75% in size
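Methyltransferase reactions run at room temperature for 2 h (20 nM enzyme, 500 nM biotin-H3K9 peptide, 20 uM SAM) after a 15 min compound preincubation; product detected by AlphaScreen beads and anti-H3K9me1 antibody.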
JMJD2A Tudor inh: blocks the human JMJD2A Tudor domain | AID 504339 | O75164 | Potency, µM (series often up to 114 µM), for the others: at the top dose activity change, negative = inhibition, actives largely listed as inhibitors | actives 4.4% (n = 390,000) | AlphaScreen JMJD2A-Tudor / H3K4me3 peptide binding; further: potency means the concentration at half of the fitted maximal effect; on the % scale 0 is the no-effect control and ±100 the full control effect; nearly all actives have a fitted effect of over 50% in size
GLS inh: blocks human kidney-isoform glutaminase activity | GLS enzymatic activity, qHTS titration | Potency, µM (top dose mostly 45.5 µM), inactives show top-dose activity change, negative = inhibition, most hits filed as inhibitors | actives 0.21% (n = 410,000); further: potency means the concentration at half of the fitted maximal effect; on the % scale 0 is the no-effect control and ±100 the full control effect
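Coupled fluorescence readout: glutamate oxidase/HRP/Amplex Red detect glutamate formed by hKGA from L-glutamine (1 mM solution added). Buffer 45 mM KH2PO4 pH 8.2, 0.02% Tween-20; reads at t0 and 30 min RT.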
12-LOX inh: blocks human arachidonate 12S-lipoxygenase; Potency, µM (titrated, usually from 108 µM), for the others: at the highest dose activity change, negative = inhibition, most hits filed as inhibitors; purified 12hLO, xylenol orange hydroperoxide absorbance; P18054; actives 1.1% (n = 580,000); AID 1671190; further: potency means the concentration at half of the fitted maximal effect; on the % scale 0 is the no-effect control and ±100 the full control effect
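Hydroperoxide product was detected by ferrous iron/xylenol orange as the 573 to 405 nm absorbance ratio. Arachidonic acid at 40 uM (final) was turned over for 30 min at room temperature by 150 nM human 12hLO, pH 7.0 Hepes buffer, after 15 min compound preincubation.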
PI4K2A block: blocks human PI4K2A kinase activity; Q9BTU6; purified PI4K2A, ADP-Glo luminescence, 1 h; hits give low values; activity change, negative = inhibition, % at 76.9 µM; actives 0.13% (n = 420,000); AID 1346378; in the data active means activity change below about -50%; inconclusive means mostly about -30% to -49%;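 further: -100% = wells without enzyme as full effect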
Target sequence (Q9BTU6 whole entry, looked up): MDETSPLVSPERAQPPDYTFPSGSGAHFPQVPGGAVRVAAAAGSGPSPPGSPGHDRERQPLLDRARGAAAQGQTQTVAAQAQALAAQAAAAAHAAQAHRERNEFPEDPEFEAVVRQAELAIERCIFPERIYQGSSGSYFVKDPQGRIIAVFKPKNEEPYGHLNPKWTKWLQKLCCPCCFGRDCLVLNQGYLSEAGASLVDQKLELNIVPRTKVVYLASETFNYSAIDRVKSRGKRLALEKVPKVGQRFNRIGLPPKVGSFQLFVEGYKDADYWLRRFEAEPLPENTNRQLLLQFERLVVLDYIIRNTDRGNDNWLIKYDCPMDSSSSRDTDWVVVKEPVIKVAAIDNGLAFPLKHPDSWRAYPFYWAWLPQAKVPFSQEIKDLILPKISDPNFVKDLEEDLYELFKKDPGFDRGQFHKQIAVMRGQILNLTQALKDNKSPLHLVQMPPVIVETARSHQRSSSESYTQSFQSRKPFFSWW
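PI4K2A activity was measured by ADP-Glo luminescence: enzyme (4 ug/mL stock) and phosphatidylinositol (1.2 mM stock) in Tris pH 7.5/MgCl2/EGTA/Triton X-100 buffer were reacted with ATP (300 microM stock) for one hour at ambient temperature.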
BAZ2B inh: inhibitors of human BAZ2B bromodomain; Q9UIF8; AlphaScreen BAZ2B-H3K14Ac peptide displacement; Potency, µM (doses to about 114 µM), inactives show at the top dose activity change, negative = inhibition, usual class: inhibitors; actives 4.4% (n = 360,000); AID 504333; further: potency means the concentration at half of the fitted maximal effect; on the % scale 0 is the no-effect control and ±100 the full control effect; nearly all actives have a fitted effect of over 60% in size
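BAZ2B 50 nM plus b-H3(5-23)K14Ac 50 nM, PBS pH 7.4/0.01% Tween-20, 30 min RT; compound added (max 110 uM), 30 min RT; streptavidin donor/Ni-chelate acceptor beads 10 ug/mL final, 20 min dark; AlphaScreen read.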
ERG Ets-DNA blk: inhibitors of human ERG Ets domain-DNA interaction; fluorescence polarization, His-ERG Ets domain / labelled DNA; Potency, µM (doses to about 76.9 µM), for inactives: at the top dose FP activity, negative = inhibition, actives largely listed as inhibitors; actives 0.028% (n = 370,000); AID 624246; active means well fitted inhibition curve with a large enough effect in the polarisation, with a control signal flat; inconclusive means small, poorly fitted or top-dose-only effect, or effect the other way, or a change in a side signal; inactive means no such curve, though single readings can be large or run the other way; the % refers to the polarisation;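 further: polarization taken with two DNA probes labelled with fluorescein and Texas red; potency means the concentration at half of the fitted maximal effect; % of control where 0% means no effect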
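His-tagged ERG Ets domain (1 uM in the protein solution; 300mM KCl, 50mM Tris-HCl, 1mM EDTA, 1mM DTT, pH 7.5) received compound, then a probe mix of 5 nM fluorescein-DNA and 100nM Texas-615-DNA. Fluorescence polarization was read for both dyes.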
RGS4 inhibitor: human RGS4 inhibition; actives 0.039% (n = 390,000); Transcreener GDP fluorescence polarization, RGS4-accelerated GTP hydrolysis; Potency, µM (series often up to 114 µM), without a hit: at the top dose activity change, negative = inhibition, hits mostly inhibitors; further: potency means the concentration at half of the fitted maximal effect; on the % scale 0 is the no-effect control and ±100 the full control effect; nearly all actives have a fitted effect of over 75% in size; some results filed as inactive show a strong effect at the top dose
Target sequence (P49798 whole entry, looked up): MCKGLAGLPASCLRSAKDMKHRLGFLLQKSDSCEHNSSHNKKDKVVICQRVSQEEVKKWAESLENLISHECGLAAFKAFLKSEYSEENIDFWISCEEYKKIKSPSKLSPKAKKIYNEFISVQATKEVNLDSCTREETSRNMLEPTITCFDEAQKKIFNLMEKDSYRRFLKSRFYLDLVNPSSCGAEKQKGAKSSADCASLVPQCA
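MLSMR compounds (23 nl, pin-transferred) preincubated 10 min at room temperature with a 500nM (2x) first reagent, then RGS4 at 900nM (2x) plus Transcreener GDP mix added; fluorescence polarization (620/688 nm) read before and after 90 min at 30 °C.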
HP1b binding inh: blocks HP1-beta chromodomain binding to methylated histone tails; P83916; Potency, µM (highest dose often 114 µM), inactives show at the top dose activity change, negative = inhibition, hits mostly inhibitors; actives 0.56% (n = 390,000); AID 540317; AlphaScreen HP1-beta / biotin-H3K9me3 peptide binding; further: potency means the concentration at half of the fitted maximal effect; nearly all actives have a fitted effect of over 70% in size; inactives centre near 23
Target sequence (P83916 whole entry, looked up): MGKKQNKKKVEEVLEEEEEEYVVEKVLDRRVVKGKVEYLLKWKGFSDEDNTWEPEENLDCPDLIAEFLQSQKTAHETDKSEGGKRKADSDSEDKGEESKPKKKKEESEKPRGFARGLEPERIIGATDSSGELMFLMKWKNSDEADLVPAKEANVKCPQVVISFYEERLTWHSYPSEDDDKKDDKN
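AlphaScreen: HP1-beta (50 nM) preformed 30 min with biotin-H3(1-18)K9me3 peptide (50 nM) in PBS pH 7.4, 0.01% Tween-20. Compound added for 30 min at RT, then streptavidin donor/nickel chelate acceptor beads (10 ug/mL) for 30 min.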
* marks the source's active call; other numbers are inactive results; ? = inconclusive; nt = not tested or not shown; & = joins results of further samples; [ ] = dose if it differs, or a comment. Unless noted, the call rests on the fitted dose curve; in most records, active means well fitted curve in the direction sought with a large enough effect; inconclusive means small, poorly fitted or top-dose-only effect, or another doubt; inactive means no such curve, though single readings can be large; an effect the other way counts as inactive or inconclusive. Only part of the results is shown; count on the stated rates, not on these rows.

SMILES	G9a inh	JMJD2A Tudor inh	GLS inh	12-LOX inh	PI4K2A block	BAZ2B inh	ERG Ets-DNA blk	RGS4 inhibitor	HP1b binding inh
Cc1ccc2c(c1)N(S(=O)(=O)c1cc(-c3onc(C)c3C)ccc1C)CCO2	56%	8%&-5%	-1%&-8%	0%&-1%	-1&6	-5%[57.1 µM]	8%&3%	6%&-27%	51%&31%[activator]
COc1ccc(/C=N/NC(=O)CNC(=O)/C=C/c2ccccc2OC)cc1	36%[activator]	-18%	-3%	48%[activator]	2	-4%	17%	-21%	24%
CCCC1CCC(=C(C#N)C(N)=O)CC1 (configuration not stated)	-8%[59 µM]	-6%	5%	-13%	1	6%	7%	24%	20%
Cc1ccc(NCc2n[nH]c(=S)n2-c2ccccc2)cc1	1.6µM*	?	-7%	28µM*	-2	?	-6%	-20%	-18%
COc1ccc(CCNC(=O)c2cc3n(n2)CCCN(Cc2ccc(C)cc2)C3=O)cc1OC	-14%[12.7 µM]	-15%	12%	?	0	?	4%	7%	-4%
CC(C)(C)C(=O)Nc1ccc(-c2cc3cc(Cl)ccc3o2)cc1	21%[59 µM]	-1%	-3%	60%[activator]	3	0%	-14%	-9%	36%
COc1ccc(C(CNC(=O)c2cccc(S(=O)(=O)Nc3cccc(C)c3)c2)N2CCOCC2)cc1 (configuration not stated)	?	-14%	-6%	-14%	-1	-5%	nt	-19%	25%
O=C(CNS(=O)(=O)c1ccc(Br)cc1)NCc1cccnc1	nt	-7%	6%	0%	2	-2%	2%	-12%	36%
CCc1ccc(N2C(=O)C3C4CCC(C4=C(C)C)C3C2=O)cc1 (configuration not stated)	26%[59 µM]	6%	7%	-9%	3	4%	0%	8%	46%
CCCC(=O)Nc1nc2ccc(OCC)cc2s1	-33%	-14%	-18%	-8%	-6	2%	24%	13%	23%
CCOC(=O)C1Cc2ccccc2CN1 (configuration not stated)	11%	-10%	9%	?	1	-4%	nt	25%	17%
O=C1CN(C(=O)COC(=O)c2ccc(Br)o2)c2ccccc2N1	nt	-13%	1%	-16%	-1	nt	1%	-18%	23%
CC(C)CC(NC(=O)c1cccc(Cl)c1)C(=O)O (configuration not stated)	1%[59 µM]	6%	-14%	-1%	-1	-1%	-11%	-11%	51%[activator]
O=C(Nc1ccccc1)NC1CC2CCC(C1)N2Cc1nnnn1Cc1ccc2c(c1)OCO2 (configuration not stated)	8%[12.7 µM]	-10%	2%	0%	4	2%	-11%	-8%	23%
CCCCCCN1C=C/C(=C\C=C(C#N)C#N)c2ccccc21	7.1µM*	2.8µM*	-4%	-4%	-7	3.2µM*	134%[activator]	-1%	?
Cc1ccc2nc(NC(=O)CSc3nccn3Cc3ccc(F)cc3)sc2c1	?	?	-5%	-22%	2	?	-15%	-22%	-22%[57 µM]
Cc1ccc(S(=O)(=O)N2CCCN(S(=O)(=O)c3ccc4c(c3)OCCO4)CC2)cc1	-4%	0%[57.1 µM]	3%	17%	6	-4%	-1%	-3%&1%	17%[57 µM]
COC(=O)c1ccc(NC(=O)CSc2nn3c(=O)c(C)nnc3s2)cc1	99%[activator]	?	-1%	-2%	0	0%	0%	3%	79%[activator]
O=C(c1ccc(-n2cnnn2)cc1)N1CCOCC1	-10%[12.7 µM]	-23%	-2%	6%	12	10%	6%	17%	7%
CC(=O)NC(Cc1ccccc1C)C(=O)NC1CCN(c2nnnn2-c2ccccc2)CC1 (configuration not stated)	6%[59 µM]	-10%	0%	-9%	-1	0%	-13%	8%	-7%
C/C(=N/NC(=O)CC(=O)N/N=C(\C)c1ccc([N+](=O)[O-])cc1)c1ccc([N+](=O)[O-])cc1	9%	-23%	10%	18%	2	-26%	5%	14%	31%
COc1ccc(NC(=O)CC2C(=O)N(c3ccc(C)cc3)C(=O)N2CCc2ccccc2)cc1 (configuration not stated)	14%[59 µM]	-29%	1%	-28%	-3	-15%	-3%	9%	11%
O=C(CCCc1nc2ccccc2s1)NC(c1ccccc1)c1ccccc1	13%	-10%	-11%	0%	3	1%	-2%	-17%	28%
CC(=O)c1nc(N2C(=O)CC(Cc3ccc(C)cc3)C2=O)sc1C (configuration not stated)	1.4µM*	-24%	3%	-11%	2	?	-1%	3%	37%
CC(C)C1C(C#N)=C(N)Oc2n[nH]c(-c3cccs3)c21 (configuration not stated)	18%	-2%	17%	?	6	15%	-3%	1%	11%
Cc1ccn2c(-c3n[nH]c(=S)n3C)c(C)nc2c1	8.9µM*	8.9µM*	12%	45µM*	5	0%	-6%	-7%	?
Cc1ccc(S(=O)(=O)N2CCN(c3ccccc3)CC2)cc1C(N)=O	-10%	-3%	-5%	3%	0	-17%	1%	-3%	31%
CN(C)/C=C/C(=O)c1ccc(S(=O)c2ccccc2)cc1 (configuration not stated)	5%	-4%	-7%	-5%	-9	-4%	8%	?	35%
S=C(Nc1ccc(Cl)cc1)c1nc2ccccc2s1	?	?	4%	-9%	-7	?	-1%	14%	?
OCCC1CN(Cc2ccsc2)CCN1C1CCCC1 (configuration not stated)	nt	-9%	0%	-15%	2	6%	2%	73%[activator]	21%
COc1ccc(C(=O)NCCC2=CCCCC2)cc1OC1CCN(C(C)C)CC1	18%	-4%	-9%	-2%	0	-16%	12%	-11%	23%
COc1ccccc1NC(=O)c1ccc2c(c1)nnn2C	8%	-13%	-2%	-6%	2	-14%	-3%	-8%	50%[activator]
O=C(NCc1cccs1)c1nn(-c2ccccc2F)nc1CO	-1%[59 µM]	-17%	-12%	-6%	4	-11%	4%	-7%	29%
Cc1ccc(S(=O)(=O)n2nc(-c3ccc(Cl)cc3)nc2NCc2ccc(F)cc2)cc1	21%[59 µM]	16%	-5%	-10%	0	3%	-7%	-6%	49%[activator]
NS(=O)(=O)c1ccccc1NC(=O)c1c(O)c2ccccc2[nH]c1=O	3%[2.33 µM]	-17%	1%	6%	-4	1%	-24%	-14%	7%
Cc1cccc(-c2nc3ccccc3c(=O)n2NC(=O)c2cccs2)c1	18%	-9%	15%	-11%	1	5%	-10%	23%	12%
CCOc1cc(/C=C2\COc3ccccc3C2=O)cc(Br)c1OCC(=O)N(C)C	40µM*	?	0%	-25%	-11	?	1%	?	-22%
Cn1cc(/C=C2\SC(=S)N(N3CCOCC3)C2=O)c2ccccc21	nt	-4%	?	0%	-1	-6%	-3%	4%	28%
N#Cc1c[nH]n2c(NC3CCCC3)c(-c3ccc(Cl)cc3)nc12	?	-8%	?	86%[activator]	0	-18%	-1%	1%	47%[activator]
COc1cc(OC)c(C(=O)N2CCN(c3ccccn3)CC2)cc1OC	-6%	5%	-12%	-18%	2	-29%	-10%	-12%	36%
Cc1ccc(C(=O)NCC(c2ccc3c(c2)OCO3)N2CCN(C)CC2)cc1C (configuration not stated)	7%[59 µM]	-13%	8%	?	-1	2%	0%	21%	14%[57 µM]
O=C(c1ccc(C(F)(F)F)cc1)C1CCCN(C(=O)CN2CCCC2=O)C1 (configuration not stated)	?	-2%	8%	-4%	-2	?	-4%	19%	22%
Cc1nc(NC(=O)C23CCC(C)(C(=O)O2)C3(C)C)sc1C (configuration not stated)	0%[59 µM]	-28%	1%	2%	0	4%	1%	-22%	-10%
CCn1c(CC2C(=O)N(C)c3ccccc32)nc2ccccc2c1=O (configuration not stated)	-31%[59 µM]	-14%	1%	-18%	0	-1%	-6%	16%	4%
COc1ccc(N(CC(=O)NCCSCc2ccccc2C)S(=O)(=O)c2ccccc2)cc1	28%	-7%	-9%	-1%	1	-15%	-4%	-5%	19%

The final three entries of the part above open the next one:
SMILES	G9a inh	JMJD2A Tudor inh	GLS inh	12-LOX inh	PI4K2A block	BAZ2B inh	ERG Ets-DNA blk	RGS4 inhibitor	HP1b binding inh
Cc1nc(NC(=O)C23CCC(C)(C(=O)O2)C3(C)C)sc1C (configuration not stated)	0%[59 µM]	-28%	1%	2%	0	4%	1%	-22%	-10%
CCn1c(CC2C(=O)N(C)c3ccccc32)nc2ccccc2c1=O (configuration not stated)	-31%[59 µM]	-14%	1%	-18%	0	-1%	-6%	16%	4%
COc1ccc(N(CC(=O)NCCSCc2ccccc2C)S(=O)(=O)c2ccccc2)cc1	28%	-7%	-9%	-1%	1	-15%	-4%	-5%	19%
Cc1cc(C)c2c(=O)cc(C(=O)Nc3nc4ccc(F)cc4s3)oc2c1	9%[59 µM]	-4%	2%	?	-1	-4%	-5%	0%	41%[activator]
COc1cc2c(cc1OC)CN(C(=O)CCNS(=O)(=O)c1ccccc1F)CC2	20%	-19%	6%	-6%	0	-4%	31%[activator]	-1%	26%
CSc1nc(C)cc(OCCNS(=O)(=O)c2cc(C)ccc2C)n1	-50%[59 µM]	1%[11.4 µM]	-11%	-21%	-1	3%	-8%	-12%[11.4 µM]	66%[activator]
O=C1CSC(c2cccc([N+](=O)[O-])c2)N1c1ccccc1F (configuration not stated)	-10%	-12%	-18%	1%	1	9%	-2%	-3%	21%
O=C(Nc1ccc(Cl)c(Cl)c1)OCCNC(=O)c1ccncc1	4%	7%	-1%	3%	1	-5%	3%	?	40%[activator]

High-throughput results as filed in PubChem BioAssay.
